# MITF primary = MITF inhibitors, primary screen, biochemical, AlphaScreen, human; 650,000 tested, 0.91% active; AlphaScreen MITF homodimerization, bead proximity signal; inhibition, % at 2.6 µM; Microphthalmia-associated transcription factor (Homo sapiens), O75030; in the data active = inhibition above about 50%;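 also: 0% = vehicle wells with protein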
# Target sequence (O75030 whole entry, looked up): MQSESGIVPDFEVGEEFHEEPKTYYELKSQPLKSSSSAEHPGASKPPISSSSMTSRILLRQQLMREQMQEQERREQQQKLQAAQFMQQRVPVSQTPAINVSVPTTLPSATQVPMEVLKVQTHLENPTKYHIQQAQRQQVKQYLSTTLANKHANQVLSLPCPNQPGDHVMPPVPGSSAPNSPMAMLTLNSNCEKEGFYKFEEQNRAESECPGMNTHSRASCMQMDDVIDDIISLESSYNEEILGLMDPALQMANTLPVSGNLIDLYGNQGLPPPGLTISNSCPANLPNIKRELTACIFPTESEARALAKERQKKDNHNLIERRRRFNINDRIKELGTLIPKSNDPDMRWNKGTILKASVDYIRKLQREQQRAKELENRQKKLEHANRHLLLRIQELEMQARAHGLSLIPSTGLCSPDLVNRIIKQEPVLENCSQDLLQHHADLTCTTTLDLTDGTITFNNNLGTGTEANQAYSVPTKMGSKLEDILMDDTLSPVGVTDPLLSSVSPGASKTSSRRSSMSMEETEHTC
# GPR151 activ = activators of human GPR151, primary screen, cell-based, PathHunter beta-arrestin, luminescence; G-protein coupled receptor 151 (Homo sapiens), Q8TDV0; AID 1508602, 2020; 650,000 tested, 1% active; activation, % at 11.2 µM; PathHunter beta-arrestin GPR151 cells; in the data active = activation above about 4.9%;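 also: 0% = median of compound wells and 100% = cells with positive control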
# Target sequence (Q8TDV0 whole entry, looked up): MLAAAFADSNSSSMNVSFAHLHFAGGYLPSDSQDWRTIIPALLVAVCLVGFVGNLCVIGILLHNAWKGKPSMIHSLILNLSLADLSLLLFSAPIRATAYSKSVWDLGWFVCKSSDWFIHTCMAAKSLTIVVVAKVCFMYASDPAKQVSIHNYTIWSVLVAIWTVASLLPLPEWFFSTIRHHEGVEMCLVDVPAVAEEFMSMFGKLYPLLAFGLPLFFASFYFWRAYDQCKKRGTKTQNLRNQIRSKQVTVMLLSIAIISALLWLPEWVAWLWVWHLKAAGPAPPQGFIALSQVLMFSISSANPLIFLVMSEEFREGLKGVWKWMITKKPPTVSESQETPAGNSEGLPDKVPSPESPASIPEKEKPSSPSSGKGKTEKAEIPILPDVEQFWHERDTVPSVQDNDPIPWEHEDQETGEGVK
# FBW7 act = FBW7 E3 ligase activators, primary screen, biochemical, AlphaScreen, human; AID 1259310, 2017; normalized activity (activation), % at 26.1 µM; 650,000 tested, 0.13% active; AlphaScreen FBW7–phospho-cyclin E peptide binding, activator screen; in the data active = normalized activity above about 1.9%;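 also: purified mutant Fbw7 with reduced substrate affinity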
# TEAD-YAP block = TEAD-YAP interaction inhibition, primary screen, TEAD-YAP interaction inhibitor project, luminescence, HEK-TIYL cells | 640,000 tested, 1.4% active | TEAD-Gal4/YAP UAS-luciferase luminescence | AID 1259422, 2018 | inhibition, % at 9.12 µM; in the data active = inhibition above about 32%;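 also: 0% = median of test compound wells and 100% = reference inhibitor wells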
# Active calls of the source: *; & = joins results of further samples.
SMILES,MITF primary,GPR151 activ,FBW7 act,TEAD-YAP block
COc1cc(C=Nc2cccnc2)ccc1O,-6,1.1,-0.1,-3
CCCCCCOc1ccc(C(=O)COC(=O)c2ccc(-c3ccc(OC)cc3)cc2)cc1,10,-3.0,0.2,6
CCOc1cc(C#N)ccc1OCc1ccc([N+](=O)[O-])cc1,14,-0.8,-0.2,-9
COc1cc(NC(=O)CSc2ccc(C(=O)O)cn2)cc(OC)c1,-1,0.3,0.1,-11
CCCc1[nH]n(-c2ccc(F)cc2)c(=O)c1C=NCc1ccc(S(N)(=O)=O)cc1,5,0.6,0.0,1
N/C(=N\c1nc2ccccc2o1)NC(=O)c1ccc([N+](=O)[O-])cc1,15,0.4,0.0,1
COc1cccc(NC(=O)CCC2CCN(C(=O)c3cc4ccccc4cn3)CC2)c1,11,0.5,0.0,-6
COc1ccccc1C(NC(=O)C1CCN(S(C)(=O)=O)CC1)c1ccccn1 (centres undefined),-3,-0.4,0.7,-7
COc1ccc(OCCCOc2ccccc2[N+](=O)[O-])cc1,12,-0.5,-0.1,-22
N#C/C(=N\Nc1cc(C(=O)O)cc(C(=O)O)c1)c1ccccn1,10,0.9,0.1,8
Cc1noc2ccc3ccc(=O)oc3c12,12,0.0,0.1,1
CCOC(=O)c1c(NC(=O)c2ccco2)sc2c1CCN(C(C)C)C2,10,0.0,0.2,8
c1ccc(-c2nnn(CN3CCOCC3)n2)cc1,12,-0.5,0.2,17
CCCCN(CCCC)S(=O)(=O)c1ccc(C(=O)Nc2nc3ccc4nc(C)sc4c3s2)cc1,1,0.8,-0.1,2
COc1ccc(-c2cnn3c(NCc4ccc(C)cc4C)ccnc23)cn1,8,-0.1,-0.1,-8
COc1ccc(N(CC(=O)NCCc2ccccc2)S(=O)(=O)c2ccccc2)c(OC)c1,-10,-0.9,0.1,-8
O=C(NCc1ccc(F)cc1)N1CCCC(c2nnc(-c3ccc4c(c3)OCO4)o2)C1 (centres undefined),11,-0.8,0.4,6
O=C(Nc1ccccc1)N1CCCC(c2nc3ccccc3[nH]2)C1 (centres undefined),-6,0.2,0.0,-8
O=C(NCc1ccc2c(c1)OCO2)C1CC(Cc2cccc(F)c2)=NO1 (centres undefined),-5,-0.1,-0.1,-29
O=C(O)CCCNC(=O)c1cccnc1Cl,0,0.6,0.3,2
CCOC(=O)c1c(NC(=O)c2ccc(OCC(C)C)cc2)sc(C(N)=O)c1C,7,0.2,0.0,0
COc1ccc(N2CCN(c3cc4c(cc3[N+](=O)[O-])C(=O)N(c3ccccc3)C4=O)CC2)cc1,-4,-0.1,-0.1,-5
CC(C)NC(=O)c1c[nH]c2ccc(S(=O)(=O)N(C)c3ccc(F)cc3)cc2c1=O,1,0.4,-0.1,8
Cc1nc2c(c(=O)[nH]1)CN(C(=O)c1cc(C3CC3)oc1C)CC2,-1,1.6,0.0,11
COc1cccc(CN(CCCN2CCCCC2)C(=O)Nc2ccc(-c3cn[nH]c3)cc2)c1,6,-0.3,0.0,-1
COCc1nnc(NC(=O)c2ccccc2I)s1,-13,1.0,0.1,-12
CCOC(=O)c1cccc(C(=O)Nc2ccccc2C(=O)OC)n1,21,-1.5,0.5,1
CCN1C(=O)/C(=C/c2c(NCCOCCO)nc3ccc(C)cn3c2=O)SC1=S,-2,-1.2,-0.2,-5
COC(=O)c1ccccc1N1C(=O)C2C3C=CC(C3=C(C)C)C2C1=O (centres undefined),14,-1.4,0.6,1
CCn1c(CNC(=O)c2ccc(OC)cc2)n[nH]c1=S,-8,0.1,-0.2,-19
Cc1ccc2c3c(ccc2n1)NC1=C(C(=O)CCC1)C3c1ccccn1 (centres undefined),63*,-0.4,-0.1,-19
O=C(NCc1ccccc1Cl)C(=O)NCC(c1ccc2c(c1)OCO2)N1CCOCC1 (centres undefined),2,-1.4,0.1,0
CCN(CCCNC(=O)C1c2ccccc2C(=O)N(C2CCCCC2)C1c1ccc(OC)cc1)c1cccc(C)c1 (centres undefined),2,1.5,0.0,-8
COc1cccc(C(=O)NC2(C(F)(F)F)NC(=O)N(c3ccc(C)c(C)c3)C2=O)c1 (centres undefined),-7,0.9,0.1,8
Cc1cc(NS(=O)(=O)c2ccc(NC(=O)Cc3ccccc3)cc2)no1,5,-1.6,1.2,7
COc1ccc([N+](=O)[O-])cc1NC(=O)c1c(-c2ccccc2)noc1C,-5,-0.6,0.0,4
COc1ccccc1C1CC(c2c(-c3ccccc3)c3cc(Cl)ccc3[nH]c2=O)=NN1C(=O)CCC(=O)O (centres undefined),22&10,-0.6&-0.3,0.0&-0.1,7&9
COc1cccc([C@@H](C)NC(=O)CCc2nnc(Cc3c[nH]c4ccccc34)o2)c1,4,0.2,0.1,-4
O=C(NCC1CCCN(Cc2ccccn2)C1)c1cccc(C(F)(F)F)c1 (centres undefined),11,-3.2,0.0,8
O=C(Cn1nnc2c(cnn2-c2ccc(F)cc2)c1=O)Nc1ccccc1C(F)(F)F,-5,-1.7,-0.2,-3
COc1cccc(C(=O)Nc2ccc(O)c(-c3nc4ccccc4s3)c2)c1OC,1,1.1,-0.1,-4
COC(=O)c1sc(NC(=O)c2ccc(OC)cc2)c(C#N)c1C,-1,0.2,0.2,1
COc1ccc(-c2cccc(C(=O)NCCOc3ccccc3)c2)cn1,8,1.4,0.1,-5
O=C(CSc1nc2ccccc2c(=O)n1CCC(=O)N1CCCCC1)NC1CCCC1,23,-1.3,0.9,8
O=C(Nc1nc2ccc(Br)cc2s1)c1ccc(S(=O)(=O)N2CCc3ccccc32)cc1,-20,-0.2,0.1,-11
O=C1N(Cc2c[nH]c3ccccc23)c2ccccc2C12OCCO2,2,-1.3,0.0,0
CCCSc1nc2sc3c(c2c(=O)n1CC1CCCCC1)CCc1ccccc1-3,-2,1.3,-0.1,1
O=c1/c(=C\c2ccc(F)cc2)sc2n1CCN=2,10,-0.9,0.0,-6

# Rewritten with two lines to a compound: entries from further up.
# Below each SMILES: MITF primary, GPR151 activ, FBW7 act, TEAD-YAP block
Cc1ccc2c3c(ccc2n1)NC1=C(C(=O)CCC1)C3c1ccccn1 (centres undefined)
→ 63*, -0.4, -0.1, -19
O=C(NCc1ccccc1Cl)C(=O)NCC(c1ccc2c(c1)OCO2)N1CCOCC1 (centres undefined)
→ 2, -1.4, 0.1, 0
CCN(CCCNC(=O)C1c2ccccc2C(=O)N(C2CCCCC2)C1c1ccc(OC)cc1)c1cccc(C)c1 (centres undefined)
→ 2, 1.5, 0.0, -8
COc1cccc(C(=O)NC2(C(F)(F)F)NC(=O)N(c3ccc(C)c(C)c3)C2=O)c1 (centres undefined)
→ -7, 0.9, 0.1, 8
Cc1cc(NS(=O)(=O)c2ccc(NC(=O)Cc3ccccc3)cc2)no1
→ 5, -1.6, 1.2, 7
COc1ccc([N+](=O)[O-])cc1NC(=O)c1c(-c2ccccc2)noc1C
→ -5, -0.6, 0.0, 4

# New compounds follow
SMILES,MITF primary,GPR151 activ,FBW7 act,TEAD-YAP block
CCCCOc1ccc(-c2nnn(CC(=O)NNC(=O)c3ccccc3[N+](=O)[O-])n2)cc1,9,1.1,0.3,7
c1ccc2c3c([nH]c2c1)-c1[nH]ncc1CC3,7&0,0.2&-0.9,-0.3&0.0,-22&-5
COc1cc(C2NC(=O)NC(C)=C2C(=O)Nc2cccc(Cl)c2)cc([N+](=O)[O-])c1O (centres undefined),18,2.5,0.1,8
CC(C)CC(NC(N)=O)C(=O)NNC(=S)Nc1cccc(C(F)(F)F)c1 (centres undefined),7,-0.4,-0.1,4
COC(=O)Cn1cnc2sc(C)c(-c3ccc(Br)cc3)c2c1=O,16,-0.7,0.0,-1
CCS(=O)(=O)N1CCN(c2cc(OC)nc(OC)n2)CC1,11,0.2,0.5,4
COc1ccc2[nH]c3c(=O)n(-c4ccc(C)c(C)c4)c(=O)[nH]c3c2c1,11,0.7,0.0,-12
CN(Cc1ccccc1)C(=O)c1nc2ccccn2c1CNCCN1CCNC1=O,2,0.9,-0.1,12
CCn1c(C(=O)O)c(CC(=O)Nc2ccc(OC)c(Cl)c2)c2ccccc21,16,-1.3,-0.1,-3
C=CCOc1ccc(/C(O)=C2/C(=O)C(=O)N(CCCN(C)C)C2c2ccc(Cl)cc2)c(C)c1 (centres undefined),1,-0.9,-0.1,8
O=C(CCCn1c2ccccc2c(=O)c2ccccc21)NCc1ccccc1,-6,-0.7,0.1,2
CCc1ccc(CNc2nc(C)c(-c3ccn(C)n3)s2)o1,2,-0.6,0.3,2
CCCCCCCC1(C)NC(=O)N(CC(=O)Nc2ccccc2)C1=O (centres undefined),-7,1.8,0.0,-7
CCOc1cc(C)c(C(C)C)cc1S(=O)(=O)NCCN1CCOCC1,4,2.6,-0.1,0
Nc1nc2ccc(C(=O)O)cc2s1,15,0.1,0.0,-15
Cc1ccc(C2CC(c3ccc4c(c3)OCO4)Nc3ncnn32)cc1 (centres undefined),-14,-0.5,0.1,-3
CCN(CC)CCn1c(=N)n(CC(=O)c2ccc(C)cc2)c2ccccc21,18,-0.3,3.3*,13
COC(=O)CNC(=O)COC(=O)c1cccc(C)c1,0,0.0,-0.1,4
O=C(COC(=O)c1ccc2c(c1)S(=O)(=O)c1ccccc1C2=O)NCc1ccccc1,-2,1.7,-0.1,5
COc1cc(OC)cc(C(=O)Nc2cc(Cl)ccc2Cl)c1,8,0.4,0.1,-24
O=C(/C(Cl)=C/Nc1cccc(C(F)(F)F)c1)C(F)(F)F,4,0.5,-0.1,-4
COC(=O)CN1C(=O)C(=O)c2cc(Br)ccc21,-1,-0.5,0.0,10
COc1ccc(CCC(=O)N2CCN(S(=O)(=O)c3cc4c5c(c3)CCC(=O)N5CCC4)CC2)cc1,12,3.0,0.5,-2
O=C1NC(=Nc2ccc(O)cc2)S/C1=C/c1cccs1,-4,-0.9,0.0,9
CN1CCc2c(sc(NC(=O)c3ccc(C(C)(C)C)cc3)c2C(N)=O)C1,-22,1.0,0.0,-3
CCOc1ccc(Cl)cc1CSc1n[nH]c(C)n1,16,-1.0,0.9,-5
O=C1c2nccnc2C(=O)N1c1cccc(F)c1,-3,-0.9,0.0,-5
Nc1nc(SCC(=O)NCCc2ccc(S(N)(=O)=O)cc2)n[nH]1,-6,1.3,0.0,-2
CC(NC(=O)C1CCN(C)CC1)c1nnc2n1CCN(Cc1c(F)cccc1Cl)CC2 (centres undefined),15,-0.5,-0.1,-10
Cc1cc(C)n2nc(N)c(N=Nc3ccccc3)c2n1,6,4.0,-0.2,-22
O=C1C2C3C=CC(CNc4ccc([N+](=O)[O-])cn4)(O3)C2C(=O)N1c1ccccc1 (centres undefined),-8,3.5,-0.1,1
NS(=O)(=O)c1cc2c(cc1Cl)NC(c1ccccc1OC(F)F)NS2(=O)=O (centres undefined),10,0.9,0.1,-7
CCn1c(SCC(=O)NC2CC2)nnc1-c1ccc(C)cc1,2,0.1,-0.1,2
CCCCOC(=O)c1ccc(NC(=O)Nc2ccccc2)cc1,-9,-0.4,0.1,-6
c1ccc(Nc2nc(Nc3ncccn3)nc3nc[nH]c23)cc1,5,0.2,-0.1,-1
CCn1c(=O)[nH]c2cc(C(=O)NC3CCCCC3)ccc2c1=O,10,-0.2,-0.1,2
CCOc1cccc(-c2cc(C(=O)N/N=C(\C)c3cccs3)[nH]n2)c1,14,1.4,0.1,-10
CC(C)n1nnnc1SCC(=O)NCc1cccs1,-12,-0.1,-0.1,5
CC(C(=O)NC1CCCCCC1)N(c1ccc(Cl)cc1)S(C)(=O)=O (centres undefined),-6,0.2,0.0,-6
Cc1ccc(C(=O)NC2CCCCC2)cc1[N+](=O)[O-],-12,-0.8,-0.2,-2
COCC1CCCCN1C(=O)CC1(c2ccccc2C)CC(=O)N(Cc2ccncc2)C1=O (centres undefined),-10,-0.3,0.0,-16
NCCCNCCCCNCCCN,-79&2,0.1&0.7,0.0&0.7,4
Cn1c(SCC(=O)Nc2cc(C(F)(F)F)ccc2Cl)nc2c(c1=O)SCC2,17,-0.3,1.2,-2
O=C1CCC/C(=N\NC(=O)c2ccc(Cl)cc2)C1,-6,3.7,0.1,-7
C/C(=N\NC(=O)c1cccc(C)c1)c1ccc(F)cc1,3,1.6,0.1,-46

# 4 of the compounds above, with bars between the fields.
mol | MITF primary | GPR151 activ | FBW7 act | TEAD-YAP block
CC(C)n1nnnc1SCC(=O)NCc1cccs1 | -12 | -0.1 | -0.1 | 5
CC(C(=O)NC1CCCCCC1)N(c1ccc(Cl)cc1)S(C)(=O)=O (centres undefined) | -6 | 0.2 | 0.0 | -6
Cc1ccc(C(=O)NC2CCCCC2)cc1[N+](=O)[O-] | -12 | -0.8 | -0.2 | -2
COCC1CCCCN1C(=O)CC1(c2ccccc2C)CC(=O)N(Cc2ccncc2)C1=O (centres undefined) | -10 | -0.3 | 0.0 | -16

# Source: PubChem BioAssay (The Scripps Research Institute Molecular Screening Center)
